Gli-Sufu block = blocks Gli-Sufu signaling in a luciferase reporter. inhibition, % at 5 µM. 340,000 compounds, 0.74% hits. Sufu-KO-LIGHT fibroblasts, Gli luciferase reporter luminescence. AID 588413;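 active = inhibition above about 55%, limit read from the data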;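 also: 0% = DMSO-treated cells and 100% = wells with medium but no cells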
UBC13 polyUb = blocks human UBC13 polyubiquitin chain formation. TR-FRET. inhibition, % at 20 µM. 330,000 compounds, 0.47% hits; in the data active = inhibition above about 45%, passing the limit was not always enough; inconclusive = no clear call, values can overlap the other calls
Target sequence (P61088 whole entry, looked up): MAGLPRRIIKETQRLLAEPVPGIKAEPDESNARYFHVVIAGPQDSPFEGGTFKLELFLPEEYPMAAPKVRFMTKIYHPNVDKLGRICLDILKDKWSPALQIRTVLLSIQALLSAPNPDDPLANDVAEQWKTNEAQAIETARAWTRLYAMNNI
Jurkat NFkB inh = lowers PMA/ionomycin-induced NF-kB signal in Jurkat cells; PMA/ionomycin-induced NF-kB luciferase reporter, luminescence; inhibition, % at 4 µM; 330,000 compounds, 0.53% hits; in the data active = inhibition above about 50%
APJ antagonist = APJ receptor antagonism; inhibition, % at 20 µM; 330,000 compounds, 0.32% hits; P35414; CHO-K1 APJ beta-arrestin complementation, luminescence;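 active = inhibition above about 40% at 20 µM, limit read from the data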;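 also: cells challenged with 10 nM apelin-13 agonist together with compound; plate controls were apelin-13 plus DMSO wells for no effect and DMSO wells lacking apelin-13 for full effect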
Target sequence (P35414 whole entry, looked up): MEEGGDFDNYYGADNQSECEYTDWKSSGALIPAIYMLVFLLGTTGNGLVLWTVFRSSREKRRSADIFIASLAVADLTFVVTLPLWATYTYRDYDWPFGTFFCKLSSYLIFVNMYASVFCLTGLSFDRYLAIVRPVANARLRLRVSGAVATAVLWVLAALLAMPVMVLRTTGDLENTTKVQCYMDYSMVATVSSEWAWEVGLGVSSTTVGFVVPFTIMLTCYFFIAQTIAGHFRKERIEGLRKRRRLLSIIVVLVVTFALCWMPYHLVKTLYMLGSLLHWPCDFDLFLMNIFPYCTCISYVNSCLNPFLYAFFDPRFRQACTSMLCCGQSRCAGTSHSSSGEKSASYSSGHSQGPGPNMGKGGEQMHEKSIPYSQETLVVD
CCR6 antagonist = antagonists of human CCR6 receptor; inhibition, % at 20 µM; CHO-K1 CCR6 PathHunter beta-arrestin, luminescence, CCL20-stimulated; P51684; 340,000 compounds, 0.49% hits;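 active = compounds whose inhibition of the agonist-driven luminescence signal at 20 µM reaches about 50%, limit read from the data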;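 also: cells stimulated with CCL20 at 14 nM final; plate controls were DMSO with CCL20 for no effect and DMSO without agonist for full effect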
Target sequence (P51684 whole entry, looked up): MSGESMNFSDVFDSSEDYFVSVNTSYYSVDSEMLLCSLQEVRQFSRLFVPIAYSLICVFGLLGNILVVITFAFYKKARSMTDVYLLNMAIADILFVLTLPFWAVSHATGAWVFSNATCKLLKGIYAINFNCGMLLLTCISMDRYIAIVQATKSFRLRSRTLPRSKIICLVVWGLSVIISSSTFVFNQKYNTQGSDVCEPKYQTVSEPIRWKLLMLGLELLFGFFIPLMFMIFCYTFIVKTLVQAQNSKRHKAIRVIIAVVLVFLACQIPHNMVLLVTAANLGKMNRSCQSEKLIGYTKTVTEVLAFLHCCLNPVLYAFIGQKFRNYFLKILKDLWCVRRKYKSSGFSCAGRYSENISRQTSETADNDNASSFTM
697 NFkB inh = lowers PMA/ionomycin-induced NF-kB signal in 697 B cells; AID 435022; 330,000 compounds, 0.33% hits; 697 B-cell NF-kB luciferase reporter, 16 h; inhibition, % at 4 µM; in the data active = inhibition above about 35%
CXCR6 block = blocks human CXCR6 beta-arrestin recruitment; O00574; CHO-K1 PathHunter CXCR6 beta-arrestin, luminescence; inhibition, % at 20 µM; 360,000 compounds, 0.36% hits; AID 602244; in the data active = inhibition above about 34%, passing the limit was not always enough;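 also: antagonist mode with CXCL16 agonist at 10 nM final; 0% = 10 nM CXCL16 with DMSO and 100% = unstimulated wells without agonist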
EBI2 block = blocks human EBI2 receptor beta-arrestin signaling; P32249; EBI2 beta-arrestin recruitment, luminescence, 7a,25-OHC stimulated; inhibition, % at 5 µM; 360,000 compounds, 0.81% hits; AID 651636; in the data active = inhibition above about 38%;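 also: enzyme fragment complementation signal reports receptor beta-arrestin coupling in cells; 0% = agonist plus DMSO wells and 100% = wells without agonist; some results beyond the cut were filed as inactive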
Starred values were filed as active, the others as inactive; ? = inconclusive; . = no result given.

SMILES	Gli-Sufu block	UBC13 polyUb	Jurkat NFkB inh	APJ antagonist	CCR6 antagonist	697 NFkB inh	CXCR6 block	EBI2 block
Cc1ccc(NC(=O)c2cccc(N3C(=O)C4C5C=CC(C5)C4C3=O)c2)cc1C (stereo unspecified)	14	-8	-11	-4	3	-31	1	5
COc1ccc2nc(NC(=O)CSc3nc4cccnc4n3C)sc2c1	-4	5	-1	6	-15	-33	0	9
CC(Cc1n[nH]c(=S)o1)c1ccccc1 (stereo unspecified)	-2	1	7	-4	0	5	-1	6
Cc1cc2cc(CNS(=O)(=O)c3ccc4ccccc4c3)ccc2n1C	2	-9	7	0	8	-1	2	-1
COc1ccc(/C=N/NC(=O)c2cc3c(ccc4ccccc43)o2)cc1OC	5	14	-12	-83	-1	21	-6	-9
CC(C)Oc1nc(-c2ccccc2O)nc2ccccc12	-10	-4	1	8	13	-23	9	2
O=C(CSCc1nc2ccccc2[nH]1)N1CCN(c2cccc(Cl)c2)CC1	7	-15	-10	-16	-2	-4	-10	-11
CCOc1ccc2c(c1)C(c1cccs1)=NNC(c1cccnc1)=N2	12	7	15	14	15	3	-3	-1
CCN(CC)c1ccc(NC(=O)C2=CCN(S(=O)(=O)c3ccc(F)cc3)CC2)c(C)c1	2	5	-6	-2	11	1	-2	4
Cc1nc(C)c(-c2csc(Nc3ncccc3C)n2)s1	-117	-3	-106	-9	10	-155	-10	8
O=C(CCC(=O)c1ccc(F)cc1)NC1CCCN(Cc2ccccc2F)C1 (stereo unspecified)	4	-13	0	-19	11	-11	7	-1
COC(=O)c1cc(NS(=O)(=O)c2ccc3c(c2)c(=O)n(C)c(=O)n3C)cc(C(=O)OC)c1	4	-4	-2	20	5	-11	6	-5
COC(=O)C1=C(C)N(CCCC(=O)O)C(=O)NC1c1ccc(C#N)cc1 (stereo unspecified)	-3	0	6	-11	-6	9	-2	0
O=C(COc1ccccc1Cl)OCC(=O)N1CCN(S(=O)(=O)c2ccccc2)CC1	.	4	-5	-3	2	5	10	-4
CCOc1ccc(N/C=C/C(=O)c2ccc3ccccc3c2)c([N+](=O)[O-])c1	-65	-67	-92	26	19	-62	20	25

Complete entries, looked up by structure:
Record of `O=C(COc1ccccc1Cl)OCC(=O)N1CCN(S(=O)(=O)c2ccccc2)CC1` = Gli-Sufu block: .; UBC13 polyUb: 4; Jurkat NFkB inh: -5; APJ antagonist: -3; CCR6 antagonist: 2; 697 NFkB inh: 5; CXCR6 block: 10; EBI2 block: -4
Record of `CC(C)Oc1nc(-c2ccccc2O)nc2ccccc12` = Gli-Sufu block: -10; UBC13 polyUb: -4; Jurkat NFkB inh: 1; APJ antagonist: 8; CCR6 antagonist: 13; 697 NFkB inh: -23; CXCR6 block: 9; EBI2 block: 2

Next section
SMILES	Gli-Sufu block	UBC13 polyUb	Jurkat NFkB inh	APJ antagonist	CCR6 antagonist	697 NFkB inh	CXCR6 block	EBI2 block
CC(CO)(CO)NCc1ccc(-c2ccccc2)cc1	-2	-4	2	-23	-2	-30	-10	-7
Cn1c(CN2CCOCC2)nnc1SCC(=O)NC1CCCCC1	-2	4	3	-1	-2	8	-2	-6
COc1ccc(-c2ccc3c(c2)C2CC3CCN2C(=O)OCc2ccccc2)cc1 (stereo unspecified)	-17	.	.	.	12	.	4	7
Cc1nc2nc(-c3ccc(Cl)cc3)nn2c(C)c1Cl	.	-2	-47	2	.	-10	.	.
N#CCCN(CCC#N)c1nncs1	-7	1	-2	-22	2	8	-7	-9
Cc1ccc(C(C(=O)NC2CCCCC2)N2CCOCC2)cc1 (stereo unspecified)	-3	-15	-22	8	9	3	4	0
CCCOc1ccc(/C=N/n2nnnc2N)cc1OC	-2	6	-6	-17	10	-5	3	-2
CCCCCCCCCCCNC(=O)c1ccoc1C	7	-13	-8	3	5	1	9	5
O=[N+]([O-])c1cccc(S(=O)(=O)Nc2nc3ccccc3nc2Nc2cccc(S(=O)(=O)N3CCCCC3)c2)c1	14	.	.	.	26	.	12	10
CC(=O)NN1C(=O)/C(=C\c2ccc(Br)o2)SC1=S	-1	-1	9	3	6	21	7	-1
O=C(CSc1n[nH]c(=O)[nH]c1=O)Nc1ccc2c(c1)C(=O)c1ccccc1C2=O	-25	-16	-22	-84	19	-18	2	-25
C=CCn1cc(C(=O)NCCOC)c(=O)c2cc(S(=O)(=O)N3CCCCCC3)ccc21	9	-3	9	15	-4	0	3	-19
COc1cccc(C(C(=O)NC(C)(C)C)N(Cc2ccc(C)cc2)C(=O)CCC(=O)Nc2cc(C)on2)c1OC (stereo unspecified)	18	-1	-2	5	13	12	6	-4
CC(=O)c1ccc(NC(=O)CCNC(=O)c2ccccc2Cl)cc1	-25	2	-6	4	-11	-8	-5	5
O=C(COC(=O)c1cc(Cl)ccc1[N+](=O)[O-])NC1CC1	-5	-10	-8	1	-5	7	-21	-12
Nc1ncc(Br)cc1S(=O)(=O)NCCC(=O)N1CCN(c2ncccn2)CC1	2	9	-6	11	-2	22	6	-19
CCCc1nc2c(s1)CCc1onc(-c3ccc(Cl)cc3)c1-2	-17	-13	4	2	10	16	-3	7
Nc1ccc(C(=O)Nc2ccco2)cc1	-5	0	-37	-8	18	-15	3	6
Cc1ccc(-c2c[n+](Cc3ccc(Cl)c(Cl)c3)c3n2CCC3)cc1	85*	7	11	-15	1	-31	5	-10
O=C(NCCS(=O)(=O)NCC1CCCO1)c1ccccc1 (stereo unspecified)	-20	2	2	-47	-7	7	5	2
O=C1Nc2ccccc2C1=Nc1cccc(Cl)c1	10	-12	6	12	7	7	6	6
Cn1cc(Br)c(C(=O)NNC(=O)c2ccc(Cl)cc2)n1	9	-4	-14	7	3	-22	-6	-20
O=S(=O)(c1cccc2nsnc12)N1CCNCC1	13	3	-9	5	12	19	5	3
Fc1ccccc1COc1ccccc1CNCc1ccncc1	8	0	8	12	-12	-6	0	0
CCN(CC)C(=O)C1CCN(S(=O)(=O)c2cccc3nonc23)CC1	-12	-7	11	-9	12	3	-2	-13
COc1ccc(C(=O)NNC(=O)c2ccc(S(=O)(=O)N3CCCCC3)cc2)cc1	-4	-3	7	8	16	-5	1	1
CCNc1nc(NC(C)C)nc(Nn2cnnc2)n1	9	11	-1	-3	-3	9	1	-8
CCOCc1nnc(NC(=O)C2CC(=O)N(CCc3ccc(F)cc3)C2)s1 (stereo unspecified)	-1	-4	7	4	-2	14	-6	-5
COc1ccc(Cn2nc(C)cc2C)cc1OC	6	6	-6	5	6	5	2	2
CCN(CC)c1ccc(NC(=O)c2c(OC)cccc2OC)c(C)c1	4	2	-11	-13	8	8	-4	-1

Quoted from the listing:
For 697 NFkB inh, `O=C1Nc2ccccc2C1=Nc1cccc(Cl)c1` is entered as 7
For UBC13 polyUb, `CCN(CC)C(=O)C1CCN(S(=O)(=O)c2cccc3nonc23)CC1` is entered as -7
For CCR6 antagonist, `CCCc1nc2c(s1)CCc1onc(-c3ccc(Cl)cc3)c1-2` is entered as 10
For Gli-Sufu block, `O=C(NCCS(=O)(=O)NCC1CCCO1)c1ccccc1` (stereo unspecified) is entered as -20
For APJ antagonist, `O=S(=O)(c1cccc2nsnc12)N1CCNCC1` is entered as 5
For CCR6 antagonist, `CCN(CC)c1ccc(NC(=O)c2c(OC)cccc2OC)c(C)c1` is entered as 8

New compounds follow:
SMILES	Gli-Sufu block	UBC13 polyUb	Jurkat NFkB inh	APJ antagonist	CCR6 antagonist	697 NFkB inh	CXCR6 block	EBI2 block
CC(NCCc1ccc(S(N)(=O)=O)cc1)C(=O)NCCc1ccc(F)cc1 (stereo unspecified)	11	-2	0	-17	2	-8	-2	10
CCn1c(C(=O)O)c(CC(=O)NC2CCCCCC2)c2ccccc21	2	-2	-1	-9	1	-16	-8	-5
O=C(CSc1nnc(CNC(=O)c2ccco2)o1)Nc1ccccc1F	-7	-9	21	6	-1	0	-10	-10
COc1ccc(/C=C2\CCc3ccccc3C2=O)cc1Cn1nc(C)cc1C	10	2	0	9	4	10	-1	35
COc1ccccc1-c1nnc(C2CCN(S(=O)(=O)c3ccc([N+](=O)[O-])cc3)CC2)o1	11	-10	7	2	-11	-1	-21	0
Cc1c(NC(=O)c2cnn3c(C(F)(F)F)cc(-c4ccco4)nc23)c(=O)n(-c2ccccc2)n1C	3	-11	-2	-16	-5	-21	2	12
N=C1/C(=C\c2ccc(-c3ccc(C(=O)O)cc3)o2)C(=O)N=C2SC=C(c3ccccc3)N12	-1	.	.	.	53*	.	34	14
COc1ccc(C2(C(=O)N3CCOCC3)CCCC2)cc1	1	-5	14	10	4	4	4	-1
CCCC(=O)C1=C(N2CCCCC2)CC(C)(C)C(C(=O)OC)C1=O (stereo unspecified)	-4	5	3	10	11	6	0	1
COc1cccc(NC(=O)CN2C(=O)NC3(CCCC3)C2=O)c1	-10	-1	-9	-11	20	3	7	-8
Cc1onc(-c2ccccc2)c1C(=O)N(C)CCc1ccccn1	12	-2	-15	4	-17	1	-5	2
O=C1NC(c2ccccc2)(C(F)(F)F)C(=O)N1Cc1cccnc1 (stereo unspecified)	-3	4	10	-5	7	-9	-16	5
CCOc1ccc(/C(O)=C2/C(=O)C(=O)N(CCOCCO)C2c2ccc(F)cc2)cc1 (stereo unspecified)	30	-10	-3	-12	-10	9	2	-10
CC(=O)C1=C(O)CCC1=N	-3	2	9	8	-10	6	-6	0
COc1ccc(CN2CCCC(CO)(Cc3cccc(Cl)c3)C2)cc1OC (stereo unspecified)	37	1	11	6	7	10	-2	-4
CC(C(=O)Nc1ncccn1)(c1ccccc1)c1ccccc1	-1	7	-9	3	-6	10	0	-8
COc1ccccc1NC(=O)C1=C(C)NC(=O)NC1c1ccccc1F (stereo unspecified)	8	12	1	9	-3	8	-1	4
CC1Sc2ccc(S(=O)(=O)N3CCC(C(=O)N(C)Cc4ccco4)CC3)cc2NC1=O (stereo unspecified)	5	3	5	-15	7	2	-8	-7
CC(C)(C)c1ccc(C(=O)Nc2ccc(F)cc2)s1	-90	4	-184	-8	4	9	-2	4
Cc1cc(C)cc(OCc2ccc(C(=O)N3N=C(C(F)F)CC3(O)C(F)F)o2)c1 (stereo unspecified)	-7	1	6	-14	6	18	-2	6
COCCn1cnc2c1c(=O)n(Cc1ccccc1C#N)c(=O)n2Cc1ccccc1	13	-4	0	24	3	9	0	-8
O=C(CN(C(=O)CCC(=O)Nc1ccccn1)c1cccc(F)c1)NCc1ccco1	-6	-5	-8	4	-4	-16	5	-2
CC(=O)N(C1=C(O)c2ccccc2C(=O)C1=O)C1CCCCC1	7	-41	-2	-4	3	6	8	-1
O=C(Nc1ccc2c(c1)OCO2)c1ccc2c(c1)OCO2	-63	2	-136	6	6	-152	1	-8
C[C@@H]1CC=C[C@H]2[C@H]1C(=O)N(Cc1ccccc1)[C@H]2c1ccc(-c2ccc(N(C)C)cc2)cc1F	-2	11	-2	-7	12	27	6	12
Cc1cc(C)cc(NC(=O)COC(=O)c2cc(=O)[nH]c(=O)[nH]2)c1	-2	35	-27	8	3	-14	-8	-16
Cc1ccnn1CCC(=O)N1CCCC(N2CCN(c3cccc(Cl)c3)CC2)C1 (stereo unspecified)	16	4	14	12	4	5	-1	-5
Cn1c(=O)[nH]c(NC2CCCCC2)c([N+](=O)[O-])c1=O	-1	-7	1	14	-1	13	-6	-11
CN(c1ccccc1)S(=O)(=O)c1ccc(C(=O)NCCc2ccc(F)cc2)cc1	31	1	-8	-8	14	20	10	15
CNC(=S)Nc1cccc([N+](=O)[O-])c1	1	7	1	9	14	1	4	-9
Cc1ccc2c(c1)-n1c(nc3ccc(C)cc3c1=O)C(Cc1ccc(O)cc1)NC2=O (stereo unspecified)	.	-11	-6	8	.	-2	.	.
C[C@@]12C(=O)Nc3ccc(Br)cc3C(=O)N1[C@H]1c3ccccc3OC[C@@H]1[C@@H]2c1ccccc1	-9	?	-3	1	5	17	1	15
O=C(NCCc1ccco1)C(=O)NCC1OCCCN1S(=O)(=O)c1cc(F)ccc1F (stereo unspecified)	-1	3	18	3	1	16	4	6
COc1ccc(C(=O)C/C(=C\C(=O)c2ccc(C)cc2)c2ccccc2)cc1	4	-5	13	-5	20	-7	2	14
COc1cccc(N2C(=O)CC(N3CCN(C(=O)c4ccco4)CC3)C2=O)c1 (stereo unspecified)	7	-10	-48	0	3	-48	-15	-5
COc1ccccc1NC(=O)c1ccccc1NS(C)(=O)=O	0	-4	-3	4	9	15	-2	4
CCN(CC)CCNC(=O)c1cc2c(-c3cccc(OC)c3)nn(C)c2s1	5	35	-33	-21	6	-6	5	7
COCCN1C(=O)c2ccc(C(=O)Nc3nccs3)cc2C1=O	-2	0	10	17	3	9	-8	-11

Screening results (PubChem)
